Screening data: PubChem BioAssay, several laboratories
PvdQ acylase: P. aeruginosa PvdQ acylase inhibition | inhibition, % at 10 µM | 0.063% of 340,000 active | purified PvdQ acylase, fluorescence plate reader; in the data active = inhibition above about 30%, passing the limit was not always enough;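 note: 0% = vehicle neutral wells and 100% = reference inhibitor wells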
SR-BI uptake up: SR-BI HDL lipid transfer activation; activation, % at 12.5 µM; 0.096% of 320,000 active; CHO ldlA[mSR-BI] cells, DiI-HDL uptake fluorescence, 3 h; 100 = double the neutral-control signal;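 active = mean replicate activation of at least 60% and every replicate at or above 60%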;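 note: 0% = median plate neutral-control signal and 100% = twice that signal; values of inactives mirror those of a sister screen read the other way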
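material = CHO ldlA[mSR-BI] cells | medium = Ham's F12 with 0.5% BSA, HEPES 25 mM, pH 7.4 | reagent = fluorescent DiI-HDL, 10 µg/mL final | compound dosing = single-point compound dose | incubation = 3 h, 37 °C | measured by = bottom-read fluorescence, 550/595 nm | measure = HDL uptake via cellular fluorescence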
PKA-R2B act: activates the human PKA-R2B holoenzyme complex; 0.079% of 340,000 active; activation, % at 11.4 µM; PKA-R2B holoenzyme dissociation, Cy5-IP20 fluorescence polarization; R2B truncated from residue 108, S112A mutant; 0% DMSO only, 100% 113 µM cGMP; P22694+P31323;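 active = activation above a cutoff set at the mean over all compounds plus 3 SD, cut at about 18% in these data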;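 note: higher means more holoenzyme dissociation and a rise in polarization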
Target sequence (P31323 whole entry, looked up, other chains not shown, the tested form may be a part): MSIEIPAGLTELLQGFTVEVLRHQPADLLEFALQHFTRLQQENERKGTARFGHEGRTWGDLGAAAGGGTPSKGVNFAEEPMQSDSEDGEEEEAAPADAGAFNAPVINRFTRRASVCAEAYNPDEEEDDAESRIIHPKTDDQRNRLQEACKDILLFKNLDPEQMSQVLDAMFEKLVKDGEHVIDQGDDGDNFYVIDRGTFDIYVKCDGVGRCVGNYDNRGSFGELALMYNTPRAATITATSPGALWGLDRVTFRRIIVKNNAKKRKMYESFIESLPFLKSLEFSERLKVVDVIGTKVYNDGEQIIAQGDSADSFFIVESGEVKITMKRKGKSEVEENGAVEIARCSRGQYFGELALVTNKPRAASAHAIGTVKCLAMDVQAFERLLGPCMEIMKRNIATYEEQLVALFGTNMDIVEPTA
RTF Ca sens inh: cardiac RTF calcium desensitization; P19429+P45379; IANBD-labeled cardiac RTF, Ca2+ fluorescence; inhibition, % at 7.15 µM; 0.12% of 340,000 active; AID 493244;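 active = inhibition above the mean inhibition of all tested compounds plus 3 SD, cut at about 17% in these data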;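 note: assay run at fixed EC70 calcium of 1.6 mM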
Arrestin-AP2 inh: inhibitors of human beta-arrestin and AP2 interaction; AID 504490; 0.31% of 340,000 active; FITC-arrestin peptide / GST-AP2 beads, flow cytometry; AP2 beta2 appendage carries R879A mutation; inhibition, % at 10 µM;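 active = inhibition above a set limit, near 3 SD of compounds lacking own fluorescence, cut at about 54% in these data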;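 note: plate controls were DMSO wells for no effect and 5 µM unlabelled arrestin peptide for full effect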
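Test system: GST-tagged AP2 beta2-adaptin appendage (R879A) on 4 µm glutathione beads; also added: fluorescein-tagged arrestin peptide at 50 nM final; timing: 12 min plus 1 h, RT; signal: flow cytometry, FL1 (488/535 nm); read-out: percent drop in bead-associated FITC signal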
Keap1-Nrf2 PPI: Keap1-Nrf2 (human) interaction inhibition. Q14145. Keap1 Kelch-Nrf2 peptide fluorescence polarization, 1536-well. inhibition, % at 9.4 µM. 0.15% of 340,000 active; in the data active = inhibition above about 12%;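 note: human Keap1 Kelch domain with fluorescein labeled Nrf2 9mer peptide probe; 0% = neutral control wells and 100% = peptide positive control; higher means more block of Keap1 binding to Nrf2 peptide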
Target sequence (Q14145 whole entry, looked up, the tested form may be a part): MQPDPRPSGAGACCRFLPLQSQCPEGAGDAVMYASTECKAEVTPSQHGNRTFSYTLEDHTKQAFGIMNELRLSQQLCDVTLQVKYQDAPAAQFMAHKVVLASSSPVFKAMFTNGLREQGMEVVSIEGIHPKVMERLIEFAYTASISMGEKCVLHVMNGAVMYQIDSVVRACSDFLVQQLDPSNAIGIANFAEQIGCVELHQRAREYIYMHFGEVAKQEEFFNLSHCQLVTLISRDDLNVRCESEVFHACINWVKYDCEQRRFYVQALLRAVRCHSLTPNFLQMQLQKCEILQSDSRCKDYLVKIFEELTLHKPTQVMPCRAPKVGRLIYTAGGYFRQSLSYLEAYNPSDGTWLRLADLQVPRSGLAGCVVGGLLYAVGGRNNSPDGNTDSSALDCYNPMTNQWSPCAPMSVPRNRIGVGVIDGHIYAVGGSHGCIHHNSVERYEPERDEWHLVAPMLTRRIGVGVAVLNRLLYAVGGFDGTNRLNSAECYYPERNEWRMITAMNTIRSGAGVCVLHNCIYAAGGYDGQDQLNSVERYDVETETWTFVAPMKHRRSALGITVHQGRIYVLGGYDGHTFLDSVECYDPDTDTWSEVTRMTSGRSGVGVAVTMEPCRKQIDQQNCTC
SR-BI DiI inh: mouse SR-BI HDL lipid transfer inhibition. ldlA[mSR-BI] CHO cells, DiI-HDL uptake fluorescence, 3 h. Q61009. inhibition, % at 12.5 µM. 0.96% of 320,000 active;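 active = mean replicate inhibition of at least 70% and a set share of replicates each scoring 70 or more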;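 note: 0% = median of neutral control wells and 100% = median of positive control wells; values of inactives mirror those of a sister screen read the other way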
DAGLB inh: blocks human DAGLB lipase activity. Q8NCG7. HEK293T DAGLB membrane lysate, EnzChek fluorogenic substrate. inhibition, % at 5.17 µM. 0.059% of 340,000 active. AID 504411; in the data active = inhibition above about 34%;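 note: 0% = enzyme with vehicle and 100% = wells lacking enzyme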
NSD2 inh: blocks human histone methyltransferase NSD2. O96028. NSD2 peptide methylation, AlphaScreen, 120 min. inhibition, % at 12.5 µM. 0.54% of 310,000 active; in the data active = inhibition above about 50%
LANA DNA inh: blocks KSHV LANA C-terminal domain binding to DNA; MBP-C-LANA/FAM-LBS DNA binding, fluorescence polarization; 0.078% of 340,000 active; AID 504423; inhibition, % at 9 µM;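 active = highest replicate inhibition at or above 60% at 9 µM, even if other replicates fall short; inactive = all replicates below 60% inhibition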;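 note: 0% = neutral control wells and 100% = 4 µM acridine orange control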
* marks the source's active call; other numbers are inactive results; / = no result given.

SMILES | PvdQ acylase | SR-BI uptake up | PKA-R2B act | RTF Ca sens inh | Arrestin-AP2 inh | Keap1-Nrf2 PPI | SR-BI DiI inh | DAGLB inh | NSD2 inh | LANA DNA inh
Cc1cccc(N(CC(=O)Nc2ccccc2F)S(C)(=O)=O)c1 | -1 | 13 | 2 | 3 | 38 | -4 | -13 | -1 | -1 | 0.6
O=C(c1ccco1)N1CCN(C(=O)c2cn(-c3ccccc3)nc2-c2ccc(F)cc2)CC1 | -23 | -5 | 5 | 0 | -3 | -5 | 5 | 2 | 1 | 2.8
COCCNC(=O)CSc1nc2ccccc2c2nc(C)nn12 | -12 | 3 | -10 | -15 | -8 | -1 | -3 | -2 | -2 | 0.3
Cc1ccc(C(=O)c2ccc(N3CCN(C)CC3)c([N+](=O)[O-])c2)cc1 | -5 | -7 | 5 | -4 | 2 | 0 | 7 | 2 | 12 | -0.2
CCCCOc1ccc(C(=O)N/C(=C/C=C/c2ccccc2)C(=O)O)cc1 | 13 | 2 | -11 | 9 | -2 | -1 | -2 | 10 | 5 | 0.0
Fc1ccc(NC(=S)NC2CCN(Cc3ccccc3)CC2)cc1 | -12 | -7 | -3 | 3 | 0 | -4 | 7 | -1 | 1 | 1.7
Cc1ccc(NC(=O)c2ccco2)c(NC(=O)Cc2cccs2)c1 | 1 | 38 | -1 | 8 | 45 | 2 | -38 | -1 | -3 | -2.5
CC(=O)Nc1ccc(NC(=O)CN(c2ccc(C(C)C)cc2)S(=O)(=O)c2ccccc2)cc1 | 2 | 8 | -8 | -14 | 11 | -2 | -8 | 2 | 4 | -0.9
Cc1ccc(CNc2cnccn2)s1 | -9 | -5 | -14 | -5 | 3 | -1 | 5 | -4 | 45 | 3.5
CCCCN(C(=O)c1ccc(OC)c([N+](=O)[O-])c1)c1c(N)n(CCC)c(=O)[nH]c1=O | -4 | 16 | -8 | -8 | -3 | 0 | -16 | 2 | 5 | -0.8
COc1ccc(C(=O)NCC(=O)NCC2(N(C)C)CCCCC2)cc1OC | -18 | 7 | -6 | -2 | -1 | -2 | -7 | 3 | 1 | -1.5
O=S(=O)(CC=CCS(=O)(=O)c1ccccc1)c1ccccc1 | -7 | -2 | -6 | -9 | 2 | -2 | 2 | -3 | 1 | -2.7
CCOC(=O)Cc1csc(CC(N)=O)n1 | -10 | 9 | 2 | -13 | 3 | -5 | -9 | 0 | -3 | 0.2
C/C=C/C(=O)NCCc1ccc(OC)c(OC)c1 | -15 | 5 | -2 | -9 | 7 | 2 | -5 | -2 | 0 | 0.8
CCOC(=O)CN1C(=O)N[C@@H](c2cccc(C(F)(F)F)c2)C(C(=O)OC)=C1C | -1 | 20 | 7 | 3 | 9 | -3 | -20 | 2 | / | -1.7
O=C(CNc1ccc2ccccc2c1)N/N=C/c1ccc([N+](=O)[O-])o1 | -17 | -5 | -7 | -5 | -19 | -1 | 5 | 4 | 15 | -0.9
CNC(=S)N1N=C(c2ccc(C)cc2)CC1c1ccc(OC)c(OC)c1 (configuration not stated) | -6 | 3 | -2 | -12 | 35 | 1 | -3 | 1 | 0 | -0.8
C/C(=N\NC(=O)c1nnn(-c2nonc2N)c1-c1ccccc1)c1ccco1 | -8 | -23 | -3 | -4 | -1 | -3 | 23 | 0 | -1 | -0.6
O=S(=O)(NC1CC1)c1ccc(Br)cc1N1CCC[C@H]1CO | -9 | 6 | 1 | -2 | -12 | 1 | -6 | -2 | / | -2.7
CSCCC(NC(=O)c1c(C)oc2c1CCCC2)C(=O)O (configuration not stated) | -1 | 12 | -5 | 3 | -4 | -8 | -12 | 4 | 0 | -1.5
O=C(CCc1nc(-c2ccccc2)no1)Nc1cccc(C(=O)NC2CC2)c1 | -3 | -26 | -1 | 0 | -3 | -3 | 26 | -5 | 0 | -0.7
COc1ccc(-c2nnc(SCC(=O)N/N=C/c3ccccc3C(=O)O)n2-c2ccccc2)cc1 | 11 | -3 | -10 | -11 | 12 | -3 | 3 | 3 | 2 | -0.9
CC1CCN(C(=O)COC(=O)c2ccc3c(c2)C(=O)N(Cc2ccco2)C3=O)CC1 | -8 | 17 | -3 | 4 | 26 | 0 | -17 | 0 | 0 | -0.1
Cc1cc(C(=O)CSc2n[nH]c(N)n2)c(C)n1-c1cccc(F)c1 | -5 | -38 | -10 | 0 | 17 | -1 | 38 | 1 | 7 | -1.5
C[C@@H]1CN(S(=O)C(C)(C)C)[C@@H](CCO)/C1=C\CCO (some centres not stated) | -6 | 50 | 9 | -6 | 25 | 6 | -50 | -1 | / | 0.1
SMILES | PvdQ acylase | SR-BI uptake up | PKA-R2B act | RTF Ca sens inh | Arrestin-AP2 inh | Keap1-Nrf2 PPI | SR-BI DiI inh | DAGLB inh | NSD2 inh | LANA DNA inh
COc1ccc(/C=N/NC(=O)c2ccc(Cl)cc2)cc1COC(C)=O | 5 | 1 | 11 | 3 | 26 | 3 | -1 | -3 | 0 | -1.7
CCOCCCNC(=O)C(NC(=O)c1ccc(NC(C)=O)cc1)c1ccccc1 (configuration not stated) | -15 | 18 | -15 | -6 | -10 | -4 | -18 | 0 | -2 | -1.9
O=C(NCc1n[nH]c(=S)n1-c1ccc(Cl)c(Cl)c1)c1ccco1 | 2 | 20 | 1 | -4 | 4 | -1 | -20 | -1 | -1 | 1.4
COc1ccc(N(CC(=O)NC2CC3CCC2C3)S(=O)(=O)c2ccc(C)cc2)cc1OC (configuration not stated) | -8 | 43 | 2 | 3 | 7 | -2 | -42 | -3 | -5 | -0.7
Clc1ccc(-c2noc(/C=C/c3ccccc3)n2)cc1 | 1 | 20 | 6 | -2 | 33 | -3 | -20 | -6 | 5 | -1.4
c1ccc(CCCc2nc(-c3cccnc3)no2)cc1 | -11 | -9 | -5 | -6 | -6 | -3 | 9 | -6 | -3 | 0.1
O=C(Nc1ccc(Cl)cc1)N1CCN(c2ccc3nnc(-c4ccc(F)cc4)n3n2)CC1 | 3 | -29 | -6 | 0 | 31 | -1 | 29 | 3 | 1 | -0.6
Cc1[nH]c(=O)[nH]c(=O)c1S(=O)(=O)N1CCCc2ccccc21 | 1 | 26 | 0 | 5 | -7 | 1 | -26 | 0 | 0 | 1.5
COc1ccc(CN(C)C(=O)Cc2c[nH]c3ccccc23)c(OC)c1OC | -22 | 2 | -4 | -11 | -5 | -1 | -2 | -7 | 4 | 1.2
CC1=C(C#N)CCC(=O)N1Cc1c(F)cccc1Cl | -3 | 21 | 15 | -2 | -13 | -8 | -21 | -2 | -7 | -2.3
O=C(Nc1ccc(Cl)c(S(=O)(=O)N2CCOCC2)c1)c1ccncc1 | 12 | -1 | -9 | 4 | 4 | -5 | 1 | 1 | 0 | -0.1
COc1ccc2cc(C(=O)N3CCN(c4cccc(C)c4C)CC3)[nH]c2c1 | 14 | -21 | 4 | -3 | 0 | 1 | 21 | 2 | -2 | -1.1
Cc1cc(C)n(Cc2ccc(NC(=O)c3c([N+](=O)[O-])c(C)nn3C)cc2)n1 | 0 | -18 | -1 | -5 | -1 | 0 | 18 | 1 | 3 | -0.1
O=C(O)CCC(=O)N1CCN(c2ncccc2C(F)(F)F)CC1 | -13 | -3 | 10 | -8 | 4 | 0 | 3 | -1 | -9 | -1.5
COCCNC(=O)c1ccccc1NC(=O)c1ccc(Cl)c(S(=O)(=O)Nc2ccc(C)cc2C)c1 | -6 | -39 | -12 | -2 | -6 | -2 | 39 | -4 | -5 | -1.1
Cc1ccnc(NS(=O)(=O)c2ccc(NC(=O)c3ccccc3F)cc2)n1 | 9 | 23 | 8 | -7 | 4 | -1 | -23 | 0 | 8 | -0.1
O=C(/C=C/c1ccccc1[N+](=O)[O-])c1ccccc1Br | 7 | -31 | -11 | -5 | 14 | -4 | 31 | 5 | 15 | 0.2
CCOC(=O)c1c(S(=O)(=O)NCC(=O)Nc2ccc(F)cc2)c(C)n(C)c1C | 2 | 32 | -2 | 2 | -7 | -4 | -32 | -1 | -2 | -0.2
CC(C)OC(=O)c1cn(-c2ccccc2)nc1-c1ccco1 | -4 | / | -4 | 6 | 17 | -14 | / | -1 | -2 | -0.5
CCOC(=O)c1ccc(NC(=O)CC2Sc3ncnn3C2=O)cc1 (configuration not stated) | -39 | -43 | -12 | -8 | 16 | -3 | 43 | -6 | -3 | 0.8
CCOc1ccc(NC2c3ccccc3C(=O)N2c2ccc(Cl)cn2)cc1 (configuration not stated) | 2 | 21 | 3 | 1 | -10 | 1 | -21 | -5 | / | 0.4
COc1ccc(CN(C(=O)c2snc(C(N)=O)c2N)C(C(=O)NC2CCCC2)c2ccco2)cc1 (configuration not stated) | -6 | / | 5 | -1 | 0 | -3 | / | 2 | -6 | -0.6
COc1ccccc1CNC(=O)C(=O)Nc1ccc(C(=O)N2CCC(C)CC2)cc1 | -13 | -11 | 1 | 4 | -8 | 0 | 11 | 0 | 3 | -0.4
Cc1ccc(Cn2ncn(-c3ccccc3)c2=O)cc1 | -16 | 14 | 3 | 4 | 8 | -2 | -14 | -1 | -2 | -1.7
CCC1CCCCN1S(=O)(=O)c1ccc(C(=O)Nc2nnc(-c3cccs3)o2)cc1 (configuration not stated) | 13 | -16 | -3 | 3 | 17 | 4 | 16 | 5 | / | -0.5

Complete entries as entered above. Values in the order: PvdQ acylase	SR-BI uptake up	PKA-R2B act	RTF Ca sens inh	Arrestin-AP2 inh	Keap1-Nrf2 PPI	SR-BI DiI inh	DAGLB inh	NSD2 inh	LANA DNA inh
CCOC(=O)c1ccc(NC(=O)CC2Sc3ncnn3C2=O)cc1 (configuration not stated) is listed as -39	-43	-12	-8	16	-3	43	-6	-3	0.8
CCOC(=O)c1c(S(=O)(=O)NCC(=O)Nc2ccc(F)cc2)c(C)n(C)c1C is listed as 2	32	-2	2	-7	-4	-32	-1	-2	-0.2
COc1ccc(/C=N/NC(=O)c2ccc(Cl)cc2)cc1COC(C)=O is listed as 5	1	11	3	26	3	-1	-3	0	-1.7

Further entries.
SMILES | PvdQ acylase | SR-BI uptake up | PKA-R2B act | RTF Ca sens inh | Arrestin-AP2 inh | Keap1-Nrf2 PPI | SR-BI DiI inh | DAGLB inh | NSD2 inh | LANA DNA inh
COc1cc(NC(=O)CSc2nccc(C)n2)c(C)cc1[N+](=O)[O-] | -13 | 17 | 3 | -5 | 5 | -9 | -17 | -1 | 2 | 0.2
COc1ccc(C(=O)OCC(=O)c2ccc(C3CCCCC3)cc2)cc1 | 0 | -14 | -4 | 1 | -2 | 1 | 14 | -14 | -7 | 1.9
COc1ccc(OC)c(C(=O)c2coc3cc(Br)c(O)c(Br)c23)c1 | -13 | 26 | 5 | 2 | -8 | -2 | -26 | 6 | 4 | -0.8
COc1cc(/C=N\NC(=O)OC(C)(C)C)ccc1OC(=O)c1ccco1 | -6 | 1 | / | / | -1 | -2 | -1 | / | 3 | 1.4
COc1ccc(/C=N/Nc2ccccn2)c(OC)c1OC | -7 | -6 | -4 | -7 | -12 | -3 | 6 | 0 | -1 | -0.7
N=c1sccn1CC(=O)Nc1cccc(S(=O)(=O)N2CCCCCC2)c1 | -10 | 5 | -2 | -2 | -17 | 1 | -5 | 1 | 18 | -1.6
